# Abeta rescue – compounds reversing amyloid beta toxicity in yeast; yeast expressing A-beta42, growth rescue, OD600, 48 h; response scale: 0% DMSO, 100% iron-clioquinol control; Potency, µM (highest dose often 46.1 µM), inactives show top-dose growth rescue, usual class: activators; 0.063% of 410,000 active; further: potency means the concentration at half of the fitted maximal effect; nearly all actives have a fitted effect of over 55% in size
#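 Yeast A-beta toxicity model in growth medium with pinned compounds, 48 h at 30 C; growth read as absorbance at 600 nm. Normalized to FeCl3/clioquinol equimolar mix (positive) and DMSO (negative).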
# WRN inhibitor – inhibitors of human WRN helicase; Q14191; WRN helicase unwinding, fluorescent forked duplex, kinetic; Potency, µM (highest dose often 114 µM), for the others: top-dose activity change, negative = inhibition, most hits filed as inhibitors; 0.46% of 360,000 active; further: potency means the concentration at half of the fitted maximal effect; on the % scale 0 is the no-effect control and ±100 the full control effect; nearly all actives have a fitted effect of over 55% in size
#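 Kinetic fluorescence helicase assay: unwinding of a quenched forked DNA duplex (100 nM final) with 2 mM ATP final raises red fluorescence (525/598 nm). Compounds sat 15 min at room temperature with 20 nM WRN beforehand.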
# PI5P4Ka inh – PI5P4K alpha (human) kinase inhibition. P48426. PI5P4Kalpha enzyme, ADP-Glo luminescence, 60 min; stronger effect = lower value. max response, %. 1.2% of 330,000 active. AID 652105; active means max response of -50% or lower; inconclusive means between -30% and -50%; inactive means -30% or higher; further: value at the top dose of about 77 µM; on the % scale 0 is the no-effect control and ±100 the full control effect
#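 Human PI5P4Kalpha with substrate in 0.038 M HEPES pH 7.4, 0.28 mM EGTA, 0.1% CHAPS, 5% DMSO; reaction started with 5 microM ATP (final), 60 min at room temperature. ADP formed read by ADP-Glo luminescence.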
# FUS yeast rescue – suppressors of FUS proteinopathy in yeast | Potency, µM (top dose mostly 76.6 µM), for the others: top-dose growth rescue (activation), hits mostly activators | 0.24% of 390,000 active | S. cerevisiae FUS-expressing, growth rescue, OD600, 24 h;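 further: potency means the concentration at half of the fitted maximal effect; plate controls were DMSO vehicle for no effect and reference control for full effect; nearly all actives have a fitted effect of over 55% in size; some results filed as inactive show a strong effect at the top dose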
#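 Steps: raffinose overnight preculture; dilution to OD 0.005 in 2% galactose minimal medium; compound addition (concentration series); 24hr at 30C, 99% humidity; absorbance read at 600 nm.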
# EPAC1 ag – agonists of human EPAC1 | EPAC1 agonist qHTS, biochemical assay; response scale: 100% = response to 6.5 mM cAMP | O95398 | 0.073% of 360,000 active | Potency, µM (top dose mostly 154 µM), without a hit: top-dose activation, most hits filed as activators; further: potency means the concentration at half of the fitted maximal effect; nearly all actives have a fitted effect of over 60% in size
# Target sequence (O95398 whole entry, looked up): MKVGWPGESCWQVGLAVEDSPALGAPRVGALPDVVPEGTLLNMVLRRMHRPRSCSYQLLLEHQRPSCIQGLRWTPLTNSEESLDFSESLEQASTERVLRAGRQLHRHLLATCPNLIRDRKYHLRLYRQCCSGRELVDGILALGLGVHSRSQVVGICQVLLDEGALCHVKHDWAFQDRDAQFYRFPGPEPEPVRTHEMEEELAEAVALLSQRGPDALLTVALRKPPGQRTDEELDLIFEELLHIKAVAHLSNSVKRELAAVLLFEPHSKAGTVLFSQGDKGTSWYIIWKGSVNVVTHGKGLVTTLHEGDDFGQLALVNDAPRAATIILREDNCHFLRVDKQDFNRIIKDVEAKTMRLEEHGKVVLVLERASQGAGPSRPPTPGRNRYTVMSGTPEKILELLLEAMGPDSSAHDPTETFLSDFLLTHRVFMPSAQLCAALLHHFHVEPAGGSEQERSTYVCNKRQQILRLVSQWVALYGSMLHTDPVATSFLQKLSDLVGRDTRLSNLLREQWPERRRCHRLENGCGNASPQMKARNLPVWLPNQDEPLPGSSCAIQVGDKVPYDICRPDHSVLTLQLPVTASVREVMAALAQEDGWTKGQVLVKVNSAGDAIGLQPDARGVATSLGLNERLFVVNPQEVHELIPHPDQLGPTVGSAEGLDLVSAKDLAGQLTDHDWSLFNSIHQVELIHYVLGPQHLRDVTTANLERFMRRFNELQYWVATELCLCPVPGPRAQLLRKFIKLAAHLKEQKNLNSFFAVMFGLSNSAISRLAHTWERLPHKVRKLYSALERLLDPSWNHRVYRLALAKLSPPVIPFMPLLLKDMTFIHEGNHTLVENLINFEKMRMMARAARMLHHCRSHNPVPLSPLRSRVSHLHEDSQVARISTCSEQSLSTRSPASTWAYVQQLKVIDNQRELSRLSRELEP
#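 Nucleotide exchange assay: 100 nM EPAC1 with 250 nM Rap1B loaded with BODIPY-GDP and 50 uM GDP, room temperature. Fluorescence (480/540 nm) read every 5 min for 30 min; signal change normalized to 6.5 mM cAMP as full agonist.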
# IL-2 act – activates IL-2 in a cell-based reporter assay; IL-2 activation reporter assay, cell-based qHTS; stimulated with anti-CD3/CD4/CD28 beads; in transgenic mouse T cells; activation, % (series mostly up to about 46 µM); 0.065% of 360,000 active; AID 652025; in the data active means activation above about 50%; inconclusive means mostly about 30% to 49%; further: 0% is about no effect
#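 Screening format: compound pinned onto unstimulated transgenic mouse T cells, 60 min incubation, then anti-CD3/anti-CD4/anti-CD28 bead stimulation for 18 hours at 37 degrees C, followed by EGFP and DsRed detection.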
# PLK1 PBD inh – inhibitors of human PLK1 polo-box domain binding; Potency, µM, for inactives: max response, negative = inhibition, usual class: inhibitors; Plk1 PBD binding of FITC phosphopeptide, fluorescence polarization; 2.8% of 360,000 active; further: potency means the concentration at half of the fitted maximal effect; series mostly up to about 57 µM; on the % scale 0 is the no-effect control and ±100 the full control effect; nearly all actives have a fitted effect of over 65% in size
# EPAC1 antagonist – blocks human EPAC1 exchange factor. AID 720709. 0.14% of 360,000 active. Potency, µM (doses to about 115 µM), inactives show at the highest dose activity change, negative = inhibition, most hits filed as inhibitors. EPAC1 GEF assay, Rap1b-BODIPY-GDP exchange fluorescence;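 further: potency means the concentration at half of the fitted maximal effect; plate controls were vehicle for no effect and positive control for full effect; nearly all actives have a fitted effect of over 50% in size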
# An asterisk follows results filed as active; ? = inconclusive; . = no result given; [ ] = remark or other dose. Unless noted, the call rests on the fitted dose curve; in most records, active means well fitted curve in the direction sought with a large enough effect; inconclusive means small, poorly fitted or top-dose-only effect, or another doubt; inactive means no such curve, though single readings can be large; an effect the other way counts as inactive or inconclusive. Rows are unselected (roughly 4.1% active in at least one column).
SMILES,Abeta rescue,WRN inhibitor,PI5P4Ka inh,FUS yeast rescue,EPAC1 ag,IL-2 act,PLK1 PBD inh,EPAC1 antagonist
CCOC(=O)c1c(NC=O)sc2c1CCC2,13%,-8%,-1,23%,-20%,0.4,1%,-16%
Cc1cc(C)cc(N(CCC#N)C(=O)COC(=O)CNC(=O)c2sc3ccccc3c2Cl)c1,10%,-4%,14,32%,11%,-3.5,-6%,-6%
O=C(Nc1ccc(NC(=O)C2CCCCC2)nc1)c1ccccn1,-50%[inhibitor],-1%,0,?,-7%,-2.7,-28%,-5%
CS(=O)(=O)N(CC(=O)N1CCCCCC1)c1cccc([N+](=O)[O-])c1,20%,0%,-4,-12%,5%,-0.6,6%,-5%
O=C1Nc2ccccc2C12OCCO2,0%,-2%,.,13%,1%,0.5,-12%,-2%
O=C(CCNS(=O)(=O)c1ccc2[nH]c(=O)oc2c1)Nc1cccc(Br)c1,8%,-10%,-2,13%,-2%,-1.7,-11%,13%
CC1=C(C(=O)OC2CCCCC2)C(c2ccccc2F)NC(=O)N1 (stereo not drawn),-4%,-6%,0,17%,-6%,-8.3,3%,-29%
Cc1cc2cc(CN(CCN3CCOCC3)C(=O)Nc3ccccc3F)c(=O)[nH]c2cc1C,13%,6%,1,-2%,-2%,-0.4,-1%,7%
Cc1ccc(C)c(OCCCNCc2ccccc2)c1,0%,9%,5,-12%,-15%,0.5,2%,-17%
Cc1[nH]c(=O)[nH]c(=O)c1S(=O)(=O)N1CCCC(C(=O)NCCC2=CCCCC2)C1 (stereo not drawn),18%,6%,-2,-2%,11%,-1.2,-5%,15%
O=C(Nc1ncn[nH]1)c1ccc(Cl)c(Cl)c1,9%,?,-12,8%,-5%,0.1,?,-12%
COc1ccc(C)cc1NC(=O)c1cc(S(=O)(=O)N2CCC3(CC2)OCCO3)ccc1F,-3%,-22%,-21,36%,1%,-4.0,-14%,-15%
Cc1cc(N2CCN(C(c3ccccc3)c3ccccc3)CC2)n2ncnc2n1,-2%,0%,-2,9%,3%,-0.3,?,-15%
O=C(c1ccccc1)N1CCN(S(=O)(=O)c2cccs2)CC1,5%,2%,-5,15%,-5%,-2.1,-15%,-2%
CCCCC(=O)Nc1ccc(NC(=O)C2CC2)nc1,-1%,1%,1,8%,4%,1.3,-30%,6%
NS(=O)(=O)c1ccc(NC(=O)C2COc3ccccc3O2)cc1 (stereo not drawn),23%,4%,-1,8%,-3%,-0.7,-2%,3%
Cc1cc(C(=O)Nc2ccc(S(=O)(=O)N3CCCC3)cc2)no1,22%,2%,2,-3%,-5%,-0.4,2%,18%
Cn1cc(CNC(=O)Nc2ccc3c(c2)OCO3)cn1,11%,2%,0,1%,0%,-0.5,0%,0%
COc1cccc(C(=O)Oc2cc(C)[nH]c(=O)c2[N+](=O)[O-])c1,9%,-1%,2,5%,-5%,-2.5,0%,13%
CCOC(=O)c1cc(C(=O)Nc2cccc(C)c2)nn1C,-7%,-6%,.,-1%,4%,-0.6,-1%,-2%
COc1cc([N+](=O)[O-])ccc1NC(=O)Cc1ccccc1,21%,-3%,-5,11%,-1%,1.1,-13%,6%
CC1(C(=O)Nc2nccs2)Cc2ccccc2C(=O)O1 (stereo not drawn),17%,4%,.,0%,2%,1.9,-1%,2%
CCS(=O)(=O)NCCc1cc2ccc(C)cc2[nH]c1=O,4%,-37%[57.1 µM],-26,-12%,1%,-1.7,-13%,14%
O=C(CCN1C(=O)c2ccccc2S1(=O)=O)Nc1ccccc1,-1%,-1%,3,-24%,3%,-3.7,-10%,-10%
CC(C)NC(=O)c1onc(CSc2nc3ccccc3[nH]2)c1C(=O)NC(C)C,-3%,3%,5,-14%,0%,1.5,-14%,3%
CCN(CC)S(=O)(=O)c1ccc(NN=C2CCN(C)CC2)c([N+](=O)[O-])c1,12%,4%,-3,10%,9%,-4.0,0%,2%
CCOc1ccc(N2C(=O)c3ccccc3NC2(C)CC)cc1 (stereo not drawn),-9%,3%,4,-6%,-5%,0.1,-1%,-14%
CCCCOC(=O)c1[nH]c(C)c(C(=O)OC)c1C,-12%,9%,3,32%,1%,4.4,-7%,4%
Fc1ccccc1/C=N/Nc1ncnc2nc[nH]c12,-3%,-2%,-23,-23%,6%,-1.0,-9%,-6%
Cc1c(Br)c([N+](=O)[O-])nn1C(C)C(=O)NCc1cccnc1 (stereo not drawn),10%,-4%,.,21%,-8%,0.3,-3%,0%
Cc1noc(C)c1NC(=O)N(C)C[C@H]1Oc2ccc(NC(=O)NC(C)C)cc2C(=O)N([C@H](C)CO)C[C@H]1C,10%,-10%,3,5%,6%,-0.2,-14%,0%
COc1ccc(-n2c(-c3ccccc3)nnc2-c2ccc(Cl)cc2)cc1,-17%,3%,1,16%,9%,0.4,-5%,8%
CCO[C@@H]1OC(C(=O)N2CCN(Cc3ccc4c(c3)OCO4)CC2)=C[C@H](C2CCCCC2)[C@H]1CCCO,9%,-4%,1,5%,-1%,-0.8,-10%,-11%
O=C(NS(=O)(=O)Nc1ccc(Br)cn1)c1c[nH]c2ccccc12,-3%,-6%,1,-16%,11%,0.8,-2%,2%
Cc1c(C)c2cc(Cl)c(OCC(=O)Nc3ccccn3)cc2oc1=O,-3%,9%,-9,-16%,0%,-2.1,-1%,3%
CCCSc1nc(N2CCOCC2)c2c(c1C#N)CCCC2,20%,-2%,23,24%,0%,-2.5,-4%,0%

# Reformatted with bars between the fields: part of the list above.
Molecule | Abeta rescue | WRN inhibitor | PI5P4Ka inh | FUS yeast rescue | EPAC1 ag | IL-2 act | PLK1 PBD inh | EPAC1 antagonist
CCN(CC)S(=O)(=O)c1ccc(NN=C2CCN(C)CC2)c([N+](=O)[O-])c1 | 12% | 4% | -3 | 10% | 9% | -4.0 | 0% | 2%
CCO[C@@H]1OC(C(=O)N2CCN(Cc3ccc4c(c3)OCO4)CC2)=C[C@H](C2CCCCC2)[C@H]1CCCO | 9% | -4% | 1 | 5% | -1% | -0.8 | -10% | -11%
Cc1cc2cc(CN(CCN3CCOCC3)C(=O)Nc3ccccc3F)c(=O)[nH]c2cc1C | 13% | 6% | 1 | -2% | -2% | -0.4 | -1% | 7%

# More structures:
SMILES,Abeta rescue,WRN inhibitor,PI5P4Ka inh,FUS yeast rescue,EPAC1 ag,IL-2 act,PLK1 PBD inh,EPAC1 antagonist
CCCn1cnc2c(SCc3ccccc3)nc(N)nc21,-2%,3%,7,-9%,8%,-0.6,-7%,-8%
CCc1ccc(NC(=O)c2[nH]c(C)c(C(C)=O)c2C)cc1,-17%,-6%,-4,0%,6%,-0.8,-9%,6%
Cc1oc(/N=C/c2ccc(O)cc2O)c(C#N)c1C,8%,-4%,-12,1%,11%,-1.8,?,0%
COc1ccc(CCNC(=O)Cc2cccs2)cc1OC,-10%,5%,4,3%,11%,1.1,-6%,1%
O=C(CCN1C(=O)c2ccccc2S1(=O)=O)Nc1cccc2ccccc12,-9%,12%,4,22%,-3%,-3.5,-5%,2%
COC(=O)[C@]12CCCCC=C1N(Cc1ccccc1)C(=O)[C@H](CC(=O)NCCCCc1ccccc1)C2,4%,-6%,0,42%,-8%,1.0,1%,7%
CCOC(=O)c1c(C)nn(Cc2cccc(Cl)c2)c1N,-12%,-2%,.,10%,4%,-2.3,-4%,2%
Cn1c(C2CCCCC2)nc2ccccc21,11%,-23%,4,-15%,-8%,-0.5,-5%,-11%
CCC1(c2ccccc2)NC(=O)N(CC(=O)NCc2ccccc2OC)C1=O (stereo not drawn),-11%,-2%[57.1 µM],1,-10%,10%,-0.1,-2%,-3%
Cc1ccc(NS(=O)(=O)c2ccc3oc(=O)ccc3c2)cc1Cl,-2%,-2%,2,20%,1%,0.4,-9%,-12%
COc1cccc(OC)c1OC(=O)c1cnccn1,10%,-3%,-11,25%,-3%,0.6,-3%,-13%
CC1CN(C(=O)CSc2nc(N)c(NC(=O)c3ccc(C(F)(F)F)cc3)c(=O)[nH]2)CC(C)O1 (stereo not drawn),0%,-2%,-16,-36%,-1%,1.4,-11%,-1%
COCCN(Cc1cc2cc(C)cc(C)c2nc1Cl)C(=O)Nc1ccccc1,7%,-9%,.,20%,1%,-1.2,-4%,0%
O=[N+]([O-])c1cc(-c2ncccn2)c([N+](=O)[O-])s1,-93%[inhibitor],-28%,?,-7%,14%,-0.9,2.7µM*,-3%
Cc1ccc(NS(=O)(=O)c2ccc3c(c2)NC(=O)CO3)c(C)c1,0%,-7%,1,6%,-8%,-0.6,-5%,-12%
Cc1sc(N/N=C/c2ccco2)nc1-c1ccccc1,6%,3%,-9,26%,-4%,-0.5,-6%,-28%
O=C(c1cccc(F)c1)N1CCCC(C(=O)N2CCCC2)C1 (stereo not drawn),1%,12%,-1,3%,6%,-3.0,-12%,2%
CC(=O)NC(c1ccccc1)c1nc(-c2ccc(S(C)(=O)=O)cc2)cs1 (stereo not drawn),-2%,0%,-3,-14%,0%,0.9,-5%,-2%
Cc1c(C(=O)N2CCC(C)CC2)cccc1[N+](=O)[O-],3%,4%,-4,-2%,-4%,1.2,-6%,8%
O=C(CCN1C(=O)c2ccccc2S1(=O)=O)NCc1ccco1,6%,-1%,.,-27%,-7%,-1.9,-1%,-2%
O=C(CN1C(=O)C2C3C=CC(C3)C2C1=O)NCCc1ccccc1 (stereo not drawn),-1%,-21%,?,-11%,-6%,-0.9,3µM*,0%
Cn1c(=O)c2c(nc(NCCOc3ccc(F)cc3)n2C)n(C)c1=O,4%,1%,3,1%,-4%,0.6,-3%,5%
Nn1c(SCc2cccc3ccccc23)nnc1-c1ccco1,20%,1%,.,9%,3%,2.0,-1%,-5%
COC(=O)C1=C(C(=O)OC)C2(OC1c1cccc(F)c1)C(=O)c1ccccc1C2=O (stereo not drawn),17%,-10%,.,4%,8%,0.3,-16%,4%
CCN(CC(=O)Nc1ccccc1OC)C(=O)c1ccc(N(C)S(=O)(=O)c2ccc(C)cc2)cc1,-2%,-12%,-1,26%,?,-0.4,0%,-7%
C=CCN(c1ccccc1)S(=O)(=O)c1cccc(C(=O)Nc2nnc(SCC)s2)c1,17%,-13%,4,-4%,-11%,-0.1,-16%,-11%
N#Cc1nc(-c2ccc(OCc3ccccc3)cc2)oc1NCc1ccco1,-9%,-4%,-3,19%,5%,5.1,-7%,-7%
COc1ccc(S(=O)(=O)Nc2ccccc2C(=O)NN2CCOCC2)cc1OC,1%,-6%,5,.,1%,1.9,-5%,-1%
O=c1cc(/C=C/c2ccccc2)oc2c1ccc1ccccc12,-12%,-4%,-7,11%,-2%,0.8,1%,3%

# Bioassay records deposited in PubChem BioAssay by National Center for Advancing Translational Sciences (NCATS).
